Siah-1 displacement: Siah-1 peptide-binding antagonists, primary screen, biochemical, fluorescence polarization, rhodamine-plectin, uHTS (AID 1817); E3 ubiquitin-protein ligase SIAH1 (Homo sapiens); Siah-1 / rhodamine-plectin peptide fluorescence polarization; higher % means a stronger effect; displacement, % at 20 µM, or IC50 in µM where a hit was titrated; 0.02% of 290,000 active;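 active means displacement of at least 50% at 20 µM, with a fluorescence ratio check between 0.3 and a set limit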;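 further: plate controls were Siah plus tracer with DMSO for no effect and tracer alone without Siah for full effect; strong numbers were not always called active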
GPR55 antagonists: GPR55 antagonists blocking LPI-driven arrestin recruitment, primary screen, imaging, U2OS, beta-arrestin-GFP, LPI agonist (AID 2013); G-protein coupled receptor 55 (Homo sapiens); U2OS GPR55 beta-arrestin-GFP translocation imaging, LPI antagonism; higher % means a stronger effect; one-dose inhibition, % at 10 µM; IC50 in µM for titrated hits; 0.13% of 290,000 active;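 active means spots per cell inhibited over 60%, with over 100 cells counted and total cytoplasm intensity under 500,000; inconclusive means wells with under 100 cells, flagged as likely toxic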;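 further: U2OS cells stably carrying GPR55 and arrestin-GFP stimulated by 5 µM LPI near EC80; imaged beta-arrestin-GFP aggregate spots per cell after agonist stimulation; plate controls were LPI-stimulated DMSO wells for no effect and DMSO wells without LPI for full effect; some results filed as inactive read as strong as hits; confirmed hits need IC50 under 10 µM and bright autofluorescent wells are also inconclusive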
NOD1 NF-kB reporter: NOD1 signaling inhibitors, primary screen, cell-based, luminescence, uHTS (AID 1578); NOD1-driven NF-kB luciferase reporter cells, luminescence; higher % means a stronger effect; inhibition, % at 4 µM, or EC50 in µM where a hit was titrated; 1% of 290,000 active; in the data active means inhibition mostly above about 36%, no sharp cut-off; inactive means mostly below about 34%;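 further: HEK-293T reporter cells stimulated with the NOD1 agonist gamma-tri-DAP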
GPR55 activation: GPR55 agonists via beta-arrestin recruitment, primary screen, imaging, U2OS cells, beta-arrestin-GFP redistribution (AID 1961); G-protein coupled receptor 55 (Homo sapiens); U2OS GPR55 beta-arrestin-GFP redistribution imaging; higher % means a stronger effect; activation, % at 10 µM; hits with a dose series show EC50 in µM; 0.048% of 290,000 active;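 active means activation above 40% with more than 50 cells counted in the well; inconclusive means wells holding fewer than 50 cells, flagged as toxic or sparse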;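 further: U2OS osteosarcoma cells stably expressing GPR55 and beta-arrestin-GFP; plate controls were DMSO negative control for no effect and LPI positive control for full effect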
KOR beta-arrestin-1: KOR antagonists, beta-arrestin recruitment, cell-based, luminescence, uHTS (AID 1778); inhibition, % at 10 µM; hits with a dose series show IC50 in µM; 0.091% of 290,000 active; Kappa-type opioid receptor (Homo sapiens); KOR beta-arrestin recruitment, luminescence, antagonist mode; higher % means a stronger effect; in the data active means inhibition above about 50%; further: strong numbers were not always called active
KOR beta-arrestin-2: KOR agonists, beta-arrestin recruitment, primary screen, cell-based, luminescence, uHTS (AID 1777) | Kappa-type opioid receptor (Homo sapiens) | KOR beta-arrestin recruitment, luminescence; higher % means a stronger effect | activation, % at 10 µM, or EC50 in µM where a hit was titrated | 0.02% of 280,000 active; in the data active means activation above about 50%, passing the limit was not always enough; further: a part of the inactive calls stands beside numbers as strong as those of hits
HIV fusion peptide: inhibitors of HIV fusion peptide binding, primary screen, biochemical, uHTS, fluorescence dequenching (AID 1986); cell-free peptide binding, fluorescence dequenching, 30 min; higher % means a stronger effect; one-dose inhibition, % at 20 µM; IC50 in µM for titrated hits; 0.3% of 290,000 active; in the data active means inhibition mostly above about 52%, no sharp cut-off; inactive means mostly below about 76%; further: some results filed as inactive read as strong as hits
AID2073: inhibitors of Mint1-CaV2.2 protein interaction, biochemical, HTRF (AID 2073). 0.19% of 290,000 active. inhibition, % at 20 µM; hits with a dose series show IC50 in µM. HTRF protein-protein interaction, Mint1-CaV2.2; higher % means a stronger effect; in the data active means inhibition mostly above about 51%, no sharp cut-off; inconclusive means no clear call, values can overlap the other calls; inactive means mostly below about 53%; further: some results filed as inactive read as strong as hits
GPR35 arrestin U2OS: GPR35 antagonists blocking zaprinast-driven arrestin recruitment, primary screen, imaging, U2OS, beta-arrestin-GFP, zaprinast agonist (AID 2058); G-protein coupled receptor 35 (Homo sapiens); U2OS GPR35 beta-arrestin-GFP translocation imaging, zaprinast antagonism; higher % means a stronger effect; one-dose inhibition, % at 10 µM; IC50 in µM for titrated hits; 0.052% of 290,000 active;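 active means inhibition of at least 50% with at least 30 cells and total cytoplasm GFP at most 10,000,000; inconclusive means under 30 cells or total GFP of 10,000,000 plus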
Starred values were filed as active, the others as inactive; ? = inconclusive; . = no result given; [ ] = remark or other dose.

SMILES | Siah-1 displacement | GPR55 antagonists | NOD1 NF-kB reporter | GPR55 activation | KOR beta-arrestin-1 | KOR beta-arrestin-2 | HIV fusion peptide | AID2073 | GPR35 arrestin U2OS
COc1ccc(OCCn2cc(/C=C(\C#N)C(=O)NCc3ccco3)c3ccccc32)cc1 | -4% | 1% | -52% | -0.3% | 27% | 56% | 0.0% | 8% | -4%
COc1cc(/C=C(/C#N)c2nc3ccccc3[nH]2)ccc1OC(=O)c1ccco1 | 2% | 8% | -22% | 0.0% | 24% | -3.7% | 0.5% | 11% | 9%
O=C(Cn1cnnn1)NCCc1ccc(Cl)cc1Cl | 1% | -9% | -34% | 0.1% | -28% | 0.5% | 0.2% | 5% | -2%
CCOc1cc(S(=O)(=O)Nc2ncn[nH]2)ccc1Br | 9% | 9% | -20% | 0.3% | -7% | 7.8% | -0.6% | -1% | 6%
Cc1cc(C(=O)NNC(=S)NCc2ccccc2)no1 | -2% | 3% | -4% | 0.0% | 3% | -0.4% | -1.9% | -7% | 7%
CC1=NN(C(=O)Cc2ccc(C)cc2)C(O)(c2cccnc2)C1 (configuration not stated) | 5% | -5% | -23% | 0.3% | -32% | -0.3% | -1.7% | 1% | -13%
COC(=O)c1cnn(-c2cc(Oc3cccc(C)c3)ncn2)c1N | -1% | -1% | -15% | -0.1% | -1% | 1.0% | -1.2% | -5% | -4%
COc1ccccc1CN(C)C(=O)C(c1ccccc1)c1ccccc1 | 1% | -19% | -6% | -0.2% | 23% | -2.3% | 1.1% | 18% | -2%
O=C1[C@@H]2Cc3ccccc3CN2C(=O)N1c1cccc(F)c1 | 1% | 1% | -35% | -0.1% | -20% | 3.0% | 1.5% | -3% | 4%
Cc1nc(NC(=O)COc2ccc(Cl)cc2)sc1C(=O)N(C)C | 0% | 9% | -3% | 0.1% | 4% | -1.8% | -0.4% | -2% | -2%
CCN(CC)S(=O)(=O)c1cc(C(=O)O)ccc1OC | -3% | 2% | -5% | -0.1% | 39% | 1.4% | -0.8% | 2% | 7%
Cn1nc(N)nc1N1CCN(c2ccc(F)cc2)CC1 | 1% | -7% | 21% | -1.1% | 9% | 0.1% | 0.4% | 3% | -3%
NS(=O)(=O)c1ccc2ccccc2c1 | -5% | -4% | -2% | -0.1% | 7% | 1.7% | -0.6% | -10% | -6%
O=C(Nc1ccc(-c2csc(Nc3cccc(C(F)(F)F)c3)n2)cc1)c1cc([N+](=O)[O-])cc(C(F)(F)F)c1 | 2% | -11% | -5% | -0.1% | -10% | 1.7% | 3.3% | 7% | 10%
COc1ccccc1C(c1nnnn1CS(=O)(=O)c1ccc(C)cc1)N1CCSCC1 (configuration not stated) | -3% | 6% | -13% | 0.7% | -17% | -1.2% | 0.4% | -9% | -2%
CC(=O)Nc1ccc(NC(=O)[C@@H](NC(=O)N2C[C@H]3C[C@@H](C2)c2cccc(=O)n2C3)C(C)C)cc1 | -2% | 1% | -3% | -0.2% | -14%[20 µM] | -1.0% | 1.6% | -10% | -11%
N#CCCn1c(SCC(=O)NCCc2ccc(F)cc2)nc2ccccc21 | -2% | -2% | -38% | 1.2% | 3% | 5.4% | 4.6% | 1% | 25%
CCNC(=S)N1CCCC(c2nc3ccc(C)cc3[nH]2)C1 (configuration not stated) | 10% | 5% | -30% | 0.2% | -2%[20 µM] | . | -1.1% | -6% | 9%
O=C(CN1CCOCC1)Nc1ncc(Br)cc1Br | 2% | -5% | -2% | 0.2% | 52% | -7.6% | -0.5% | 5% | -4%
O=C1CN(C(=O)c2ccccc2F)C(c2ccccc2)c2cc(Cl)ccc2N1 (configuration not stated) | 2% | -13% | 0% | -0.1% | -26% | 2.5% | 0.5% | -4% | -1%
Cc1ccc(C(=O)c2sc3nsc(C)c3c2N)cc1 | -3% | 2% | -9% | -0.1% | -5% | 5.6% | 0.0% | -12% | 13%
C=CCn1c(SCc2ccc(C(=O)NCCO)cc2)nc2sc(C)c(C)c2c1=O | 1% | -3% | -8% | -0.4% | 13% | -3.2% | 2.0% | 10% | -2%
O=C(COc1ccc([N+](=O)[O-])cc1)NCc1ccncc1 | 7% | -4% | -17% | 1.1% | -6% | 0.1% | -0.1% | -5% | 0%
CCn1c(O)c2ccc(C(=O)N=NC(=O)c3cccnc3)cc2c1O | 4% | 14% | -12% | -0.3% | -2% | 0.3% | 2.6% | -1% | -6%
Cc1ccc([N+](=O)[O-])c(C(=O)N/N=C/c2cccnc2)c1 | 5% | 9% | 8% | -0.2% | 4% | 2.4% | -2.6% | -6% | -3%
Cc1nc(NCCc2ccccc2F)c(C#N)c(C)c1[N+](=O)[O-] | -1% | 1% | -14% | 0.5% | 3% | 0.0% | 2.5% | 0% | 9%
O=C(NNC(=O)C1CCCCC1)c1ccco1 | 8% | 2% | -17% | -0.3% | -17% | 4.8% | 1.3% | -14% | -2%
CC1(C)C(=O)OC(c2ccc([N+](=O)[O-])cc2)C(C)(C)C1=O (configuration not stated) | 6% | 13% | 7% | 0.0% | 16% | -2.9% | 1.5% | 5% | 22%
O=C(CCc1nnc(Cc2ccc(-c3ccccc3)cc2)o1)N1CCCC1 | 14% | -2% | -19% | 0.2% | -11% | -2.3% | 2.3% | 10% | 2%
CN(C)NC(=S)Nc1cccc(C(F)(F)F)c1 | 1% | 18% | -18% | -0.1% | -9% | 4.7% | -0.9% | ? | -10%
O=C(COc1ccc2c3c(c(=O)oc2c1)CCC3)NC1CCN(Cc2ccccc2)CC1 | 3% | 6% | -16% | -0.1% | -32% | 8.7% | 2.0% | -12% | 4%
N/C(=N\OC(=O)c1cccc(Br)c1)c1ccccn1 | -5% | 2% | -4% | -0.1% | 16% | -2.7% | 0.2% | 12% | -5%
COc1cc(NC(=O)c2ccc3nsnc3c2)cc(OC)c1OC | 32% | 18% | -20% | 0.3% | 3% | -3.5% | -0.7% | 10% | -3%
CSc1nsc(SCC(=O)Nc2nncs2)n1 | 0% | -6% | -20% | -0.4% | 0% | -4.1% | 1.0% | 3% | -1%
Cc1cccc(C)c1Nc1nnc(SCC(=O)Nc2cc(S(=O)(=O)N3CCCCC3)ccc2Cl)s1 | 6% | 12% | 44% | 0.1% | -6% | 5.1% | 3.8% | 13% | 4%
Cc1ccc(OCCn2nc3ccccc3n2)c(C)c1 | 0% | 4% | -20% | 0.1% | 15% | -4.4% | 1.2% | -4% | 5%
Cc1c(C(=O)O/N=C(\N)c2ccccn2)cccc1[N+](=O)[O-] | -3% | -2% | 2% | 0.4% | 29% | -1.6% | -1.3% | -5% | -7%
COc1ccc(CN(C(=O)CSc2nnc(-c3ccccc3F)o2)c2ccc(F)cc2)cc1 | 3% | -4% | 33% | -0.1% | 0% | -0.6% | -2.7% | -2% | -20%
Cc1nonc1C1CCCN1C(=O)c1cc(COc2cccc(C(F)(F)F)c2)on1 (configuration not stated) | -2% | -6% | -90% | -0.2% | -15% | 0.6% | -1.1% | 31% | 14%
COc1ccc(NC(=O)C2CCCN(S(C)(=O)=O)C2)cc1OC (configuration not stated) | 11% | 7% | -22% | -0.1% | -68%[20 µM] | -2.9% | 1.2% | 1% | 4%
CS(=O)(=O)NCc1ccc(C(=O)NCc2ccccc2)cc1 | -2% | 4% | . | 0.0% | 35% | -1.2% | 0.7% | -3% | 8%
CC1=NN(C(N)=S)C(=O)C1N=Nc1ccccc1 (configuration not stated) | -1% | -9% | -26% | -0.2% | 6% | -8.9% | -1.0% | -6% | 15%
COc1ccccc1NS(=O)(=O)c1cc(NC(=O)CCC(=O)c2cccs2)ccc1Cl | 12% | 6% | 20% | 0.2% | 0% | 1.9% | 4.3% | 12% | -13%
CCOc1cc(C(=O)N2CCCN(C)CC2)cc(OCC)c1OCC | 4% | 0% | 7% | 0.5% | -18%[20 µM] | 9.3% | 2.6% | 3% | 6%
Cc1nn(CC(=O)OCC(=O)Nc2c(C(C)C)cccc2C(C)C)c(C)c1[N+](=O)[O-] | 0% | 6% | -1% | 0.5% | -34% | 6.4% | -0.1% | -8% | 16%
O=C(COC(=O)Cc1cn2ccsc2n1)NCc1ccc2c(c1)OCO2 | 0% | 5% | 0% | -0.3% | 1% | -3.1% | 0.2% | 1% | -22%
Cc1cc(C)cc(N2C(=O)CC(Sc3ncn[nH]3)C2=O)c1 (configuration not stated) | 4% | 3% | -53% | 0.2% | -31% | -1.6% | 0.0% | 8% | -14%
O=C1Nc2ccccc2/C1=N/N=C/c1cccc(O)c1 | -2% | 4% | 1% | 0.2% | -12% | -2.1% | -2.6% | 0% | 42%
O=C(CN(Cc1ccco1)C(=O)c1ccc(Cl)cc1)Nc1ccc(Cl)c(Cl)c1 | -7% | 5% | -5% | 0.7% | 10% | 21% | -2.2% | 1% | 1%
COc1ccc(N(CC(=O)NC2CCCCCCC2)S(=O)(=O)c2c(C)nn(C)c2C)cc1 | 1% | -8% | -3% | 0.3% | -2% | 1.0% | 0.2% | -2% | -4%
Cc1cc(C)c(C#N)c(OCc2ccc(Cl)nc2)n1 | 0% | 2% | -10% | 0.6% | -5% | -5.7% | -0.3% | 3% | -7%
Cc1cccc(NC(=O)c2oc3c(c2C)C(=O)CC(C)(C)C3)n1 | 1% | 8% | -24% | -0.1% | 13% | -1.5% | 0.0% | 2% | -15%
O=C(NCc1ccc2c(c1)OCO2)C1CCCN1S(=O)(=O)c1ccc(F)cc1 (configuration not stated) | 4% | 2% | 2% | 1.4% | 10% | 2.6% | 2.1% | -3% | 10%
COC(=O)CN1C(=O)Nc2ccc(Cl)cc2C1c1ccccc1 (configuration not stated) | -3% | 9% | 4% | 0.6% | -11% | -9.1% | -0.6% | 12% | 8%
COc1ccc(OCCOC(=O)Nc2ccccc2)cc1 | 1% | 14% | -8% | 0.2% | -22% | 9.6% | -1.6% | 11% | 18%
C#CCN1C(=O)C(O)(c2c(C)[nH]c3ccccc23)c2ccccc21 (configuration not stated) | 0% | 1% | 10% | 0.4% | 6% | 1.2% | 0.0% | 0% | -1%
NNC(=O)CNC(=O)c1ccccc1F | -2% | -10% | -17% | 0.2% | -14% | 1.5% | -0.8% | 6% | -13%

A portion of the library; count on the stated rates, not on these rows.
